# PKA inh = inhibitors of human PKA kinase activity, primary screen, biochemical, ATP-depletion luminescence, Kemptide substrate. PKA Kemptide phosphorylation, Kinase-Glo ATP luminescence. AID 524, 2006. inhibition, % at 6 µM. actives 0.1% (n = 65,000);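 active = inhibition above the screen-wide mean inhibition plus 3 SD, cut at about 21% in these data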; also: many of its hits are not listed in these tables
# CatB inh = human cathepsin B inhibitors, primary screen, biochemical, fluorogenic substrate; inhibition, %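 (tested at 10 µM)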; actives 0.1% (n = 63,000); P07858; purified cathepsin B, fluorescence; in the data active = inhibition above about 21%;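 also: 0% = enzyme with no compound and 100% = no enzyme blank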
# C1s inh = complement C1s protease inhibitors, primary screen, biochemical, 10-compound mixtures | mean inhibition % of two 10-compound mixtures (hits give high values), % at 5 µM (by protocol) | actives 0.16% (n = 62,000) | purified C1s, fluorogenic AMC substrate, pooled mixtures | Complement C1s subcomponent (Homo sapiens), P09871;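 active = inhibition above 20% in each of the two 10-compound mixture wells holding the compound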;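 also: 0% = enzyme wells lacking compound mixture and 100% = no-enzyme blank wells; some compounds called inactive have numbers as strong as hits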
# CatS block = inhibitors of human cathepsin S, biochemical, compound mixtures | P25774 | recombinant cathepsin S, AMC dipeptide fluorescence, pooled mixtures | inhibition, %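 (tested at 5 µM per compound within 10-compound mixtures)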 | actives 0.06% (n = 62,000); in the data active = inhibition above about 32%, passing the limit was not always enough; inconclusive = no clear call, values can overlap the other calls;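 also: 0% = enzyme without compound and 100% = blank without enzyme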
# CatG inh = human cathepsin G inhibitors, primary screen, biochemical, pooled compound mixtures, AMC fluorescence. purified enzyme, AMC-tetrapeptide fluorescence. inhibition, % at 5 µM (by protocol). actives 0.2% (n = 62,000). AID 581, 2007;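 active = inhibition above 20% in each of the two mixture wells holding the compound; inactive = inhibition of 20% or less in either well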;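 also: 0% = enzyme control without mixture and 100% = blank lacking enzyme; strong numbers were not always called active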
# CatL block = inhibitors of human cathepsin L, biochemical; inhibition, %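 (tested at 10 µM)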; purified cathepsin L, fluorogenic substrate, fluorescence; AID 460, 2006; actives 0.17% (n = 58,000); Procathepsin L (Homo sapiens), P07711; in the data active = inhibition above about 45%;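 also: 0% = enzyme with no compound and 100% = no enzyme blank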
# ROCK2 blocker = inhibitors of human ROCK2 kinase, primary screen, biochemical, high-throughput, luminescence; inhibition, % at 6 µM; actives 0.35% (n = 60,000); Rho-associated protein kinase 2 (Homo sapiens), O75116; purified ROCK2, Kinase-Glo ATP depletion luminescence; AID 604, 2007;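 active = inhibition above the screen-wide mean inhibition plus 3 SD, cut at about 18% in these data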;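 also: plate controls were DMSO wells for no effect and Y-27632 control wells after no-enzyme background subtraction for full effect; many of its hits are not listed in these tables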
# Target sequence (O75116 whole entry, looked up): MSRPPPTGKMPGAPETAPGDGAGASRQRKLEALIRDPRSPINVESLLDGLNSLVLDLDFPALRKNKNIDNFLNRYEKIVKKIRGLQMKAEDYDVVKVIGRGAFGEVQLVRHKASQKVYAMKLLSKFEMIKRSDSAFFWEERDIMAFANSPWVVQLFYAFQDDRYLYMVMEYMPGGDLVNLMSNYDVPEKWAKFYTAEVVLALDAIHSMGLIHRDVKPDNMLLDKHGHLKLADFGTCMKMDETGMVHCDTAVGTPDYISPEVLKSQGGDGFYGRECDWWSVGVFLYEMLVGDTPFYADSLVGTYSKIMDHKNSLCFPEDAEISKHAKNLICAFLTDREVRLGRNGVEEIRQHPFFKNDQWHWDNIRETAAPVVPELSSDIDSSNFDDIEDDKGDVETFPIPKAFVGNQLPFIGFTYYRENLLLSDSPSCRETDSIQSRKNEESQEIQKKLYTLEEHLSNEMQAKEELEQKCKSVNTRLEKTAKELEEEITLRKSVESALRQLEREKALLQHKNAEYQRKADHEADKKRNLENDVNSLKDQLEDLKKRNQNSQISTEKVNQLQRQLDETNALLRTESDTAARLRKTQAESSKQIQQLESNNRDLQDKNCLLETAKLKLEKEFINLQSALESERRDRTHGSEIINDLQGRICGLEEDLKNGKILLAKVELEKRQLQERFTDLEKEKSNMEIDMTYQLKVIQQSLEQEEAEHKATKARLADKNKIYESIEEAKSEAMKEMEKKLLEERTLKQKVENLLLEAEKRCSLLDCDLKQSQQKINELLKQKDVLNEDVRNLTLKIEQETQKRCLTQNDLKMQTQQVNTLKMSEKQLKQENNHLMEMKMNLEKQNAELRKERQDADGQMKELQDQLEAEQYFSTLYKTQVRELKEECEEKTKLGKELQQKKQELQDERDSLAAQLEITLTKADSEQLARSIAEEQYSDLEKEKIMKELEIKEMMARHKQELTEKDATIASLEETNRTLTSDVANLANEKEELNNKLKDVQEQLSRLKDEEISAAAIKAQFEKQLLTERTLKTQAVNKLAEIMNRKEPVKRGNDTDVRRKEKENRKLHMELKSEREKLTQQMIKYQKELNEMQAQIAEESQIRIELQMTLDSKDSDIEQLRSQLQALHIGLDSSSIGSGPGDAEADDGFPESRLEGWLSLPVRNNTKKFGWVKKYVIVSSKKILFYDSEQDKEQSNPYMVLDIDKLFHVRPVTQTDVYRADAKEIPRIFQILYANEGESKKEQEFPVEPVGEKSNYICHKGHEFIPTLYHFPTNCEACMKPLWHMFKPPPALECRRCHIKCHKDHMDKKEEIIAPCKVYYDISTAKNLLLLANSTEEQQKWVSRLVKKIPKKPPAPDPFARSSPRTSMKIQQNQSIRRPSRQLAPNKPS
# CatB mix inh = cathepsin B inhibitors from pooled compounds, primary screen, biochemical, compound mixtures, AMC fluorescence; inhibition, %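 (ten-compound pools at 5 µM per compound and 50 µM total)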; AID 488, 2006; Purified cathepsin B, AMC dipeptide fluorescence; P07858; actives 0.06% (n = 62,000); in the data active = inhibition above about 22%, passing the limit was not always enough; inconclusive = no clear call, values can overlap the other calls;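 also: 0% = enzyme without compound and 100% = no enzyme blank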
# HER2 expr 66K = inhibitors of Her2 protein expression, primary screen, SKBR-3 cells, AlphaScreen, 66K library; SKBR-3 HER2 protein level, 18-24 h; hits give low values; actives 0.69% (n = 65,000); AID 645, 2007; HER2 level % of control, % at 10 µM; Receptor tyrosine-protein kinase erbB-2 (Homo sapiens), P04626;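 active = HER2 level under 5% of the carrier-only control; inconclusive = no clear call, values can overlap the other calls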;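 also: 100% = DMSO carrier and 0% = 500 nM PU-H71 HSP90 inhibitor; lower value means stronger loss of Her2 protein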
# * = called active by the depositor; ? = inconclusive; . = no result given. Some of the compounds tested. The share of hits here may be higher or lower than overall.
entry	SMILES	PKA inh	CatB inh	C1s inh	CatS block	CatG inh	CatL block	ROCK2 blocker	CatB mix inh	HER2 expr 66K
1	Cc1cccc(-c2nsc(SCC(=O)Nc3cc(C)on3)n2)c1	-1	0	2	4	1	11	1	7	87
2	Cc1cc(C(=O)Cn2nnc(-c3ccc(Cl)cc3)n2)c(C)n1CC1CCCO1 (stereo not given)	12	-3	-15	-3	-5	-4	3	0	106
3	O=C(c1ccc2c(c1)N(Cc1ccc(F)cc1)C(=O)CS2)N1CCOCC1	-10	2	-3	6	2	-1	.	1	99
4	Cc1cc(C)nc(Sc2ccc3nnnn3n2)n1	-4	-3	-3	6	0	-7	-5	-4	82
5	CS/C(=N\S(=O)(=O)c1cccs1)NC(=O)CSc1nc2ccccc2s1	10	5	13	2	10	10	4	2	103
6	Cn1c(C(=O)NC2CC2)cc2c(=O)n(C)c3ccccc3c21	2	-2	1	-2	7	.	2	3	121
7	COC(=O)c1[nH]c2ccc(C)cc2c1NC(=O)CN1CCN(c2ccc(F)cc2)CC1	3	1	-3	-4	-1	-7	-1	-2	63
8	O=C(Oc1cccnc1)c1ccc(Cl)cc1	6	-2	0	3	-2	1	4	0	84
9	CC(C)OC(=O)c1cccc(C(=O)OCc2ccco2)n1	8	2	1	-3	8	1	4	2	94
10	CCN=C(Nc1cccc(F)c1)SC1CC(=O)N(c2ccc(OC)cc2)C1=O (stereo not given)	11	4	-6	-12	9	7	8	2	93
11	CCOc1cc(-c2nc(-c3ccc(OC)cc3)no2)cc(OCC)c1OCC	-2	5	18	3	12	5	3	3	105
12	CCC1CCCCN1C(=O)CSc1nc(N)c(NC(=O)c2ccco2)c(=O)[nH]1 (stereo not given)	-10	-2	9	-5	1	-2	-4	-3	103
13	O=C(NCCc1ccco1)c1nn(Cc2ccccc2)c(=O)c2ccccc12	7	3	4	12	10	6	1	-4	71
14	COc1ccc(CCNC(=O)CSc2nnc(CNC(=O)c3ccccc3F)o2)cc1OC	8	-5	2	8	7	21	.	2	140
15	CCNC(=O)CC1C(=O)N(c2ccccc2)C(=O)N1Cc1ccc(OC)cc1 (stereo not given)	8	-3	3	9	-1	8	.	3	95
16	CCCCN(C(=O)NC(=O)Nc1c(C)cc(C)cc1C)S(C)(=O)=O	0	1	-5	-2	8	-1	-1	6	88
17	Cc1cccc2cc(CN(Cc3ccco3)C(=O)NC3CCCCC3)c(=O)[nH]c12	-5	-2	-14	0	-3	-8	-4	6	81
18	COc1ccc(N2CCCn3c2nc2c3c(=O)n(CCc3ccccc3)c(=O)n2C)cc1	2	2	10	18	11	22	-1	5	96
19	CCOC(=O)c1c(NC(=O)CSc2nc3c(c(=O)n(C)c(=O)n3C)n2C(C)C)sc(C)c1C	-1	1	7	1	12	13	9	4	146
20	CCN(CC)S(=O)(=O)c1ccc(NC(=O)COc2c(OC)cccc2OC)cc1	0	-4	2	-1	4	0	-1	-4	90
21	COC(=O)Cn1cnc(=O)c(C#N)c1/C=C/N(C)C	6	7	12	-4	9	-2	4	4	104
22	CSc1cccc(NC(=O)C2CCN(S(C)(=O)=O)CC2)c1	0	0	-36	-8	-3	-5	-10	-6	78
23	COc1cc(C)c(S(=O)(=O)N2CCOCC2)cc1C(C)C	4	7	-165	-6	-25	6	-9	-8	.
24	Cc1cccc(OCc2n[nH]c(=S)o2)c1	2	4	-7	13	0	32	-2	1	69
25	CCOC(=O)N1CCN(C(=O)CSc2ccccc2)CC1	6	1	13	3	10	9	3	-1	94
26	Cc1ccc(NC(=O)C2CCN(C(=O)NC3CCCCC3)CC2)cc1Cl	9	-1	2	-1	11	11	4	-1	94
27	C=CCc1cccc(/C=N/c2nc3ccccc3n2CC)c1O	11	0	3	-5	-4	-1	6	1	93
28	CC(=NCC1CCNCC1)C1=C(O)CC(C)(C)CC1=O	-9	-1	0	5	3	3	-5	-3	101
29	O=C(NCc1ccccn1)c1c(O)c2c([nH]c1=O)CCCC2	5	1	0	0	8	9	3	4	89
30	O=C(Nc1nn[nH]n1)c1cccc(Oc2ccccc2)c1	2	4	-6	11	8	4	.	2	84
31	O=C(Cc1ccccc1)Nc1c(C(=O)N2CCOCC2)cnn1-c1ccccc1	6	7	-34	5	-4	6	5	2	126
32	CCC(Sc1ncnc2c1nnn2-c1ccc(F)cc1)C(=O)OC (stereo not given)	8	2	-15	-4	8	6	4	3	77
33	Oc1ccc(CN2CCCCC2)nc1-c1ccccc1	5	-1	-2	6	1	12	3	6	84
34	FC(F)(F)c1nnc2sc(-c3cccs3)nn12	2	3	18	-5	0	0	6	3	81
35	CCOC(=O)C1C(c2ccc(C)o2)NC(=O)NC1(O)C(F)(F)F (stereo not given)	7	2	-2	17	12	17	2	4	91
36	Cc1ccc(C(=O)Nc2ccc3c(c2)OCO3)o1	1	7	-43	-18	-27	2	-8	-10	81
37	Cc1ccc(C2CC(=O)Nc3sc(C(N)=O)c(N)c32)cc1 (stereo not given)	2	8	-14	14	-6	2	-1	8	75
38	COCc1cc(C)nc2sc3c(=O)n(Cc4ccco4)nnc3c12	4	0	6	0	7	.	1	3	.
39	O=C(NC1CCCC1)C1CCC(=O)N1C1CCCC1 (stereo not given)	11	3	3	14	9	12	6	2	78
40	CNC(=O)CSc1nnc(-c2ccc(S(=O)(=O)N3CCCC3)cc2)n1-c1cccc(C)c1C	3	2	-38	10	0	7	1	-1	92
41	Cc1ccc(CCNC(=O)c2nnn(-c3cccc(C)c3)c2N)cc1	10	-8	1	-7	7	0	6	3	93
42	CCOC(=O)N1CCN(C(=O)c2ccccc2Oc2ccccc2)CC1	8	-3	-34	0	-14	-1	4	-2	87
43	Cc1ccc(C)c(/C(O)=C2/C(=O)C(=O)N(CCN3CCOCC3)C2c2ccco2)c1 (stereo not given)	7	6	-13	9	-2	4	-1	3	106
44	O=C(Nc1nnc(COc2ccc(Cl)cc2)s1)c1cccs1	8	5	14	0	8	.	7	0	113
45	CC(C)(C)Oc1ncc(Br)c(OC(C)(C)C)n1	-4	-1	-33	8	6	7	-1	3	120
46	COc1ccccc1-c1cc(C(=O)Nc2cc(C)on2)no1	10	6	10	7	16	6	6	0	76
47	COC(=O)C(C#N)c1nc2ccccc2nc1N1CCCC1 (stereo not given)	-2	1	-11	0	-2	-12	8	2	89
48	COc1ccc(CCNC(=O)C2CCCN(Cc3nc(-c4ccccc4C)oc3C)C2)cc1OC (stereo not given)	4	4	-17	2	9	18	5	3	92
49	C=CCn1c(=N)n(CC(=O)OCC)c2ccccc21	7	3	-5	-3	7	9	5	2	198
50	Cc1cc(NC(=O)CN2CCN(Cc3ccccc3)CC2)nc2c1c(=O)oc1ccccc12	1	0	34	-7	-6	1	-3	-3	81

# Other entries follow.
entry	SMILES	PKA inh	CatB inh	C1s inh	CatS block	CatG inh	CatL block	ROCK2 blocker	CatB mix inh	HER2 expr 66K
51	CCOC(=O)c1oc2nc(C(C)C)c3c(c2c1N)CCC3	-2	-1	-13	-6	9	-19	0	4	96
52	CC(C)(O)C#Cc1ccc(C(=O)N2CCCC2C(=O)O)s1 (stereo not given)	4	6	3	51	5	.	7	1	128
53	COc1cc(OC)c(OC)cc1CNCCNC(=O)c1nonc1N	8	20	0	-7	7	7	9	4	87
54	COc1cccc(C2N(c3cccc(Cl)c3)C(=O)C3CCCN32)c1OC (stereo not given)	-10	0	-8	-6	22	-10	-4	0	113
55	O=C(Cn1ncc2c1-c1ccccc1OC2)N(Cc1ccco1)C1CCCCC1	2	2	11	3	8	-1	3	4	80
56	O=C(NCC(=O)N1CCCC1C(=O)O)OC1CCCCC1 (stereo not given)	-1	-1	11	2	12	6	-2	6	75
57	O=C(COc1ccc(-n2cnnn2)cc1)NC1CCCCC1	2	-1	2	-2	-33	6	2	6	96
58	Cc1ccccc1N1C(=O)c2cccc3c(N(C)CCO)ccc(c23)C1=O	-7	3	-1	0	-2	-13	-2	-1	104
59	Cc1cc(C(=O)Nn2cnnc2)cs1	-4	7	-16	10	-7	6	0	2	105
60	O=C(c1cnc2sccn2c1=O)N(Cc1ccccc1)c1ccccn1	-7	1	16	13	13	7	-1	6	84
61	c1coc(-c2nnc3sc(C4CCCCC4)nn23)c1	2	0	.	.	.	-7	8	.	135
62	O=C1c2oc3ccc(Br)cc3c(=O)c2C(c2cccnc2)N1Cc1ccco1 (stereo not given)	8	0	-4	5	-7	7	3	2	82
63	NS(=O)(=O)c1ccc(CCNC(=O)NC2(C(F)(F)F)Oc3ccccc3O2)cc1	0	3	-5	-6	-1	-5	.	1	101
64	Cc1cc(C)n(C(=O)c2ccc(C)c(S(=O)(=O)N3CCOCC3)c2)n1	8	-1	-51	-5	-13	5	7	-4	95
65	CCCS(=O)(=O)N1CCC(C(=O)NCCCOC)CC1	-6	4	0	7	2	6	-3	-1	81
66	CS(=O)(=O)c1ccc2nc(NC(NC(=O)c3ccco3)(C(F)(F)F)C(F)(F)F)sc2c1	3	1	.	.	.	23	-3	.	110
67	CCc1nc(N2CCC(C)CC2)c2oc3ccccc3c2n1	7	-1	8	0	9	2	4	3	77
68	COc1ccc(CN(CC(=O)NC2CCCC2)C(=O)c2onc(C(N)=O)c2N)cc1	0	4	13	12	12	2	-3	2	96
69	CCOC(=O)N1CCC(NC(=O)C2CCN(c3nc(-c4ccc(OC)cc4)no3)CC2)CC1	7	-3	-34	-8	-7	2	.	0	125
70	CC1(C)C(C#N)=C(N)OC2=C1C(=O)CCC2	0	-2	-3	22	0	9	.	6	83
71	CC(=O)c1ccc(NC(=O)C2CCC(C)NC2=O)cc1 (stereo not given)	1	1	17	2	12	-4	-1	5	87
72	COc1cc(C2C(C(=O)OC(C)C)=C(C)Nc3ncnn32)cc(OC)c1OC (stereo not given)	8	1	-2	7	9	.	5	4	106
73	Cn1c(Cc2cccs2)nnc1SC/C=C/c1ccccc1	4	4	-38	-9	-9	-6	7	0	85
74	COc1cccc(N(C(=O)c2ccn[nH]2)C2(C(=O)Nc3c(C)cccc3C)CCCCC2)c1	8	4	14	1	8	20	6	-2	78
75	CCCc1cc(=O)[nH]c(SCc2ccc(C#N)cc2)n1	10	-1	-10	2	-6	2	5	2	62
76	Cc1cc(Oc2ccccc2)nc(-c2ccccc2O)n1	1	2	-7	11	2	13	0	-1	123
77	CCc1ccc(NC(=O)Nc2cccs2)cc1	8	0	-2	1	6	9	1	1	99
78	CCCCOc1ccccc1C(=O)NCCCC(=O)O	6	1	4	2	2	9	4	5	107
79	CCN1C=C(Cc2cccs2)C2=C(C1)C(c1cccs1)C(C#N)=C(N)O2 (stereo not given)	0	1	-1	8	-2	0	-4	0	65
80	COc1ccc(-c2nnc(SCC(=O)c3cc(C)n(Cc4cccs4)c3C)o2)cc1	4	1	-34	?	-5	5	2	4	52

# In the list so far, these have bromine:
entry	SMILES	PKA inh	CatB inh	C1s inh	CatS block	CatG inh	CatL block	ROCK2 blocker	CatB mix inh	HER2 expr 66K
45	CC(C)(C)Oc1ncc(Br)c(OC(C)(C)C)n1	-4	-1	-33	8	6	7	-1	3	120
62	O=C1c2oc3ccc(Br)cc3c(=O)c2C(c2cccnc2)N1Cc1ccco1 (stereo not given)	8	0	-4	5	-7	7	3	2	82
